MEKK2mut PB1 HTS: signal of MEK5 binding to mutant human MEKK2 PB1 domain. percent response, % at 10 µM. bead flow cytometry, Alexa488-MEK5 binding to MEKK2 mutant. 290,000 compounds, 0.35% hits. AID 1530; in the data active = percent response above about 24%, passing the limit was not always enough; note: inactives centre near 1; some results filed as inactive read as strong as hits; reference of the scale not given here
M18AAP inhibitor: blocks P. falciparum M18 aspartyl aminopeptidase; inhibition, % at 7.35 µM; 290,000 compounds, 1.2% hits; recombinant PfM18AAP, H-Glu-NHMec fluorogenic cleavage;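 active = inhibition above the campaign mean inhibition over all tested compounds plus 3 SD, cut at about 28% in these data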;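 note: 0% = plate median of test compound wells and 100% = 2 mM ZnCl2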
NALP1 inh: inhibitors of NALP1 inflammasome in yeast; S. cerevisiae NALP1/ASC/caspase-1 growth, X-gal OD620, 72 h; inhibition, % at 10 µM; 280,000 compounds, 0.61% hits; AID 2071; in the data active = inhibition mostly above about 24%, no sharp cut-off; inactive = mostly below about 32%; note: some compounds called inactive have numbers as strong as hits
PHOSPHO1 inh: PHOSPHO1 (human) inhibition. inhibition, % at 13.3 µM. 290,000 compounds, 1.1% hits. recombinant PHOSPHO1, absorbance phosphatase assay. Q8TCT1. AID 1565; in the data active = inhibition above about 60%
MEKK2 WT-MEK5: raises or lowers MEK5 binding to wildtype human MEKK2 PB1 domain; 290,000 compounds, 1.1% hits; binding response (% of control), % at 10 µM; bead flow cytometry, Alexa488-MEK5 binding to MEKK2 WT; actives lie on both sides; AID 1531; Q9Y2U5; in the data active = binding response below about 67% or above about 130%
FID counter: displaces DNA intercalator in HCV helicase counter-screen. DNA fluorescent intercalator displacement, fluorescence. inhibition, % at 7.9 µM. 290,000 compounds, 0.17% hits; in the data active = inhibition above about 37%;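 note: 0% = vehicle and 100% = reference compound; higher means more ethidium bromide displaced from hairpin DNA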
MEKK3 PB1 HTS: raises or lowers MEK5 binding to the human MEKK3 PB1 domain | bead-based flow cytometry, Alexa488-MEK5 binding to MEKK3; actives lie on both sides; 0 = blocked by unlabeled MEK5, 100 = vehicle | AID 1529 | 290,000 compounds, 1.4% hits | Q99759 | binding response (% of control), % at 10 µM;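 active = binding response more than 3 SD above or below the average of its plate-row segment, actives on both sides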;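 note: Alexa488 bead fluorescence after subtracting the streptavidin-only scavenger bead signal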
Target sequence (Q99759 whole entry, looked up, the tested form may be a part): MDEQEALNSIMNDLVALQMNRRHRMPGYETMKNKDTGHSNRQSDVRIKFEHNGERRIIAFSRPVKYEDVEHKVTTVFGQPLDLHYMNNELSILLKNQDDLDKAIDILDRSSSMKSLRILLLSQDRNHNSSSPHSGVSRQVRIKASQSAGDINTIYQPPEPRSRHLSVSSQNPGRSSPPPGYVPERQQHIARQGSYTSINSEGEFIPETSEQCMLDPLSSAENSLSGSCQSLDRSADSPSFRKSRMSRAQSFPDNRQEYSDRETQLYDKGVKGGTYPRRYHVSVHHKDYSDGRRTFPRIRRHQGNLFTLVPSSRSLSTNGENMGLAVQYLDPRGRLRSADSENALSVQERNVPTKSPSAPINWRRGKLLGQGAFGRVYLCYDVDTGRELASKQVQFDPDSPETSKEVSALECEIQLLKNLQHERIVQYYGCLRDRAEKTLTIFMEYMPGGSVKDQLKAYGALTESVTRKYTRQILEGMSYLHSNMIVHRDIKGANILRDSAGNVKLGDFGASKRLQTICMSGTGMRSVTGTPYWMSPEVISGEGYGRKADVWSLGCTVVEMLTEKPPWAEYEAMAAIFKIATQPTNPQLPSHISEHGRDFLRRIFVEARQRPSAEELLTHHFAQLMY
OXTR agonist: human OXTR agonism; activation, % at 3 µM; P30559; 320,000 compounds, 0.32% hits; CHO-OTR cells, Fluo-8 calcium fluorescence; normalized: DMSO 0%, oxytocin 100%; AID 2435;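 active = activation above the mean of all tested compounds plus 3 SD, cutoff set per screening run, cut at about 20% in these data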;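 note: peak over basal fluorescence ratio from a 100 s FLIPR kinetic read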
GPR7 antagonist: blocks human GPR7 receptor signaling; GPR7-expressing cells, fluorescence antagonist assay; inhibition, % at 4.4 µM; 290,000 compounds, 1.1% hits; in the data active = inhibition above about 16%, passing the limit was not always enough;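 note: cells stimulated with the agonist NPW; 0% = agonist with vehicle and 100% = vehicle without agonist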
Target sequence (P48145 whole entry, looked up): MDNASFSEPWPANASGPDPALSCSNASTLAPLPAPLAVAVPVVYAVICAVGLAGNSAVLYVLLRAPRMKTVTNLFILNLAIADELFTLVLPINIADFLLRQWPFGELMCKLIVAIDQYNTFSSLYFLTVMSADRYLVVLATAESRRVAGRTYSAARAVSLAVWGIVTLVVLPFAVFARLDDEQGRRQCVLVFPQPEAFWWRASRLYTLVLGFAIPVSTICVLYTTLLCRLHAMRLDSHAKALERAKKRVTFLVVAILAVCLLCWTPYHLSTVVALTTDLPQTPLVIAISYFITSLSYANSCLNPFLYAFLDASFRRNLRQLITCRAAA
An asterisk follows results filed as active; x = not tested or not shown.

SMILES | MEKK2mut PB1 HTS | M18AAP inhibitor | NALP1 inh | PHOSPHO1 inh | MEKK2 WT-MEK5 | FID counter | MEKK3 PB1 HTS | OXTR agonist | GPR7 antagonist
Cc1cc(C)c(NC(=O)Cn2c(=O)n(-c3ccc(CC(=O)NCC4CCCO4)cc3)c(=O)c3ccccc32)c(C)c1 (stereo not given) | -12.0 | 0.1 | 7.8 | 40.5 | 90.0 | -6.0 | 90.0 | -0.6 | 2.3
COC(=O)C1=C(C)N(C)C(=O)NC1c1cccc2ccccc12 (stereo not given) | 4.0 | -10.7 | 10.4 | 35.7 | 107.0 | -10.9 | 104.0 | -0.3 | -5.1
O=C(NCCCn1ccnc1)c1cc(Br)c(Br)s1 | 5.0 | -0.8 | 20.3 | 32.7 | 111.0 | 5.4 | 105.0 | 2.1 | 1.3
CCOc1ccccc1NC(=O)CCCNC(=O)Cn1cnc2sc(C)c(C)c2c1=O | 7.0 | -0.3 | 2.4 | 28.0 | 108.0 | -50.0 | 104.0 | -1.2 | 1.4
O=C(CCCOc1ccc(Cl)cc1Cl)Nc1ccccc1C(=O)O | 13.0 | -3.5 | x | 36.4 | 106.0 | -18.5 | 105.0 | -0.3 | -16.7
NS(=O)(=O)c1ccc(NC(=O)CSc2ncccn2)cc1 | -3.0 | -0.3 | 15.6 | 15.2 | 95.0 | -1.6 | 98.0 | 0.5 | -16.1
COc1ccc(NC(=O)CC2C(=O)N(c3cccc(OC)c3)C(=O)N2C(C)C)cc1 (stereo not given) | 8.0 | 1.7 | 19.0 | 52.7 | 103.0 | -1.8 | 105.0 | 0.4 | -11.2
NC(=O)c1ccccc1NC(=O)CSC1=NCCS1 | 10.0 | -5.3 | 3.0 | x | 106.0 | -8.9 | 104.0 | 0.9 | 2.5
COc1ccc(-n2c(O)c(/C=N/NS(=O)(=O)c3ccc(C)cc3)c3ccccc3c2=O)cc1OC | -2.0 | 6.7 | 15.9 | 10.8 | 96.0 | -9.2 | 97.0 | 31.7* | -14.8
CCN1CCN(CC(=O)Nc2c(C(=O)OC)[nH]c3cccc(Cl)c23)CC1 | 6.0 | 1.4 | -2.8 | -1.6 | 100.0 | 1.2 | 100.0 | x | -5.5
CC(C)CCNC(=O)c1nn(Cc2ccccc2)c(=O)c2ccccc12 | 2.0 | 3.7 | 14.6 | 15.1 | 99.0 | -31.0 | 103.0 | -1.1 | -11.9
O=C(CSc1nnc(NC(=O)C2CCC2)s1)Nc1ccccc1Br | 2.0 | 5.1 | -4.0 | 6.5 | 101.0 | -9.1 | 104.0 | -0.6 | -8.2
Cc1ccsc1CN(C)C(=O)CCc1nnc(COc2ccccc2)o1 | -6.0 | -0.8 | 7.1 | 8.0 | 100.0 | -22.0 | 104.0 | 3.5 | -3.1
COc1ccc([N+](=O)[O-])cc1N(CC(=O)N1CCCC1)S(C)(=O)=O | 10.0 | 3.6 | 30.6 | 39.4 | 106.0 | 1.3 | 104.0 | 0.9 | -23.7
CCOC(=O)C1CCCN(C2CC(=O)N(c3ccc(C)cc3)C2=O)C1 (stereo not given) | -1.0 | -63.8 | 6.5 | 15.4 | 98.0 | -10.1 | 99.0 | 0.3 | 7.3
CC(C)(C)C(=O)Nc1c2c(nn1-c1ccc(F)cc1)CSC2 | 1.0 | -2.7 | 17.9 | 32.4 | 99.0 | -3.0 | 99.0 | -0.2 | 2.2
CN(C)CCNc1nc2c(c(=O)[nH]c(=O)n2C)n1CCCc1ccccc1 | 14.0 | -2.8 | 6.4 | 4.3 | 113.0 | -1.1 | 107.0 | -0.4 | -1.3
O=C(Cc1cccc(C(F)(F)F)c1)NCC(c1ccco1)N1CCCCC1 (stereo not given) | 2.0 | 2.7 | -11.4 | -1.7 | 102.0 | 0.1 | 98.0 | -0.2 | 0.5
O=C(/C=C/c1ccc([N+](=O)[O-])cc1)Nc1cccc(C(=O)Nc2ccccc2C(=O)O)c1 | 4.0 | 3.3 | 27.8* | x | 111.0 | 17.6 | 108.0 | -1.6 | -13.8
COc1ccc(C(=O)Nc2ccc(C(=O)N3CCOCC3)cc2)cc1OC | 3.0 | -4.7 | 5.0 | 14.6 | 103.0 | -12.2 | 103.0 | 0.9 | -13.8
Cc1cc(=O)n2[nH]c(CCC(=O)O)nc2n1 | 7.0 | -21.6 | -11.4 | 20.3 | 111.0 | -1.1 | 112.0 | 1.3 | -0.6
CC1(C)Cc2c(c(N3CCCC3)nc3sc(C(=O)Nc4ccccc4)c(N)c23)CO1 | 0.0 | 22.6 | 3.8 | 33.2 | 91.0 | -43.9 | 100.0 | 0.4 | -11.4
Cc1ccc(-c2nnn(CCOc3cccc(Br)c3)n2)cc1 | 4.0 | -3.6 | 15.2 | -32.0 | 108.0 | 0.3 | 106.0 | -0.9 | -12.8
C=C(C)C(=O)Nc1cccc(C2=NOC3(C2)C[C@@H](C(N)=O)N(C(=O)c2ccc(OC)cc2)C3)c1 (stereo not given in full) | -28.0 | x | 7.8 | 0.1 | 67.0 | x | 75.0 | -1.2 | x
C=CCNC(=S)NCc1ccccc1 | -5.0 | -1.9 | x | -11.1 | 90.0 | 1.2 | 96.0 | 0.3 | -0.1
CC(C)Oc1ccc(NC(=O)C2CCCNC2=O)cc1 (stereo not given) | 0.0 | -8.4 | 28.4 | -13.4 | 100.0 | -0.6 | 100.0 | 0.7 | -7.5
O=c1c([N+](=O)[O-])cccn1Cc1ccc(F)cc1Cl | -1.0 | -0.7 | 5.4 | 12.4 | 100.0 | 6.7 | 112.0 | -0.6 | 0.4
C=CCOc1ccccc1CN1CCCCCC1 | 1.0 | 0.6 | 12.6 | 19.2 | 108.0 | 3.1 | 104.0 | x | -12.3
COc1cc2c(cc1OC)C(NNC(=O)c1ccc(Br)o1)=NC(C)(C)C2 | 1.0 | 3.2 | 14.1 | -46.8 | 105.0 | -36.7 | 100.0 | -0.8 | 10.1
CCCCOc1ccc(-c2nnn(CC(=O)NCc3ccco3)n2)cc1 | -5.0 | -6.7 | 2.3 | 13.5 | 90.0 | -1.4 | 87.0 | 1.6 | -0.4
O=C(CN(C(=O)c1ccccc1)N1C(=O)CCC1=O)c1cccs1 | 3.0 | -1.8 | 2.4 | 57.8 | 100.0 | -2.5 | 99.0 | -0.7 | -11.9
c1ccc(-c2cc3n(c2)CCc2ccccc2-3)cc1 | 4.0 | -6.8 | 2.8 | -19.8 | 102.0 | -5.1 | 95.0 | 0.5 | -3.9
CC(C)CNc1oc(-c2ccc(F)cc2)nc1C#N | 2.0 | 6.1 | 32.5 | 6.1 | 101.0 | -10.9 | 98.0 | -1.2 | -6.5
Cc1cc(-c2csc(N)n2)c(C)n1CCC(C)C | -2.0 | 1.9 | 7.0 | 102.0* | 59.0* | -10.0 | 101.0 | -0.2 | -5.5
CC(C)NC(=O)c1cccc(Cn2cc(Cl)cn2)c1 | -3.0 | 5.3 | 12.9 | 25.3 | 99.0 | 0.9 | 99.0 | 0.7 | -14.2
O=C(Nc1ccc(N2CCOCC2)c(F)c1)c1cccs1 | 7.0 | -2.9 | 12.5 | 38.3 | 114.0 | -5.4 | 105.0 | 0.7 | -14.3
CCn1c(C(C)NC(=O)c2cccs2)nc2ccccc21 (stereo not given) | 11.0 | -2.0 | x | -3.9 | 103.0 | 2.1 | 103.0 | 0.0 | -6.7
O=C(NCc1cccnc1)c1ccc(Cl)c(Cl)c1 | 1.0 | 2.0 | -9.9 | 3.5 | 97.0 | -2.9 | 101.0 | 0.0 | 4.2
COc1ccc(-c2cc(C(=O)N3CCCCCC3)c3cc(C)ccc3n2)cc1 | 3.0 | 6.7 | -7.5 | 50.7 | 98.0 | -51.9 | 100.0 | -2.2 | -8.5
O=C(Nc1ccc(OC(F)(F)F)cc1)C1CCCN(S(=O)(=O)c2cccnc2)C1 (stereo not given) | 10.0 | -11.9 | -20.3 | 4.9 | 111.0 | -15.1 | 110.0 | 3.2 | 1.4
Nc1nccnc1C(=O)OCC(=O)NNC(=O)c1ccccc1 | 3.0 | 2.4 | 4.9 | 7.6 | 97.0 | -4.0 | 95.0 | 0.2 | -8.8
N#Cc1c(-c2ccccc2)nc(-c2ccncc2)[nH]c1=O | 2.0 | 2.9 | -6.5 | 19.5 | 102.0 | 0.4 | 107.0 | 0.7 | -8.6
COC(=O)C1=C(C)NC(=O)NC1c1ccc(N2CCC(c3ccccc3)=N2)cc1 (stereo not given) | 1.0 | -2.3 | 1.6 | 36.8 | 97.0 | -5.9 | 105.0 | -0.3 | -13.1
CN1CCN(c2oc(-c3ccc([N+](=O)[O-])cc3)nc2C#N)CC1 | 0.0 | 5.4 | x | 14.9 | 102.0 | 13.1 | 101.0 | 1.0 | -6.4
Cc1sc2ncnc(NCC(O)c3ccc([N+](=O)[O-])cc3)c2c1C (stereo not given) | -1.0 | -0.6 | -3.8 | 10.8 | 98.0 | -7.4 | 100.0 | 9.1 | 18.6
COc1ccc(N2CCN(C(=O)CCn3nnc4ccccc43)CC2)cc1 | 4.0 | -2.8 | 7.4 | -4.2 | 106.0 | -16.4 | 104.0 | -1.0 | 3.2
Cc1cc(Br)ccc1OCCOCCN1CCCC1 | 2.0 | -0.8 | 17.1 | 18.9 | 110.0 | 12.5 | 97.0 | 2.7 | -1.3
O=C(CN1CCC(n2nnc3ccccc32)CC1)Nc1ccc2c(c1)CCC2 | 1.0 | -8.7 | 29.7 | 5.7 | 102.0 | -17.2 | 102.0 | -2.0 | -1.6
COc1ccc(S(=O)(=O)N2CCN(C(=O)c3oc4ccccc4c3C)CC2)cc1 | 3.0 | 0.4 | 10.3 | 32.2 | 101.0 | -47.5 | 96.0 | 2.1 | -3.4
CCc1cc(=O)oc2cc(C)cc(OCC(=O)NCc3cccnc3)c12 | 5.0 | -8.2 | 2.3 | -2.0 | 104.0 | -22.1 | 99.0 | -0.7 | -5.4
O=C(N/N=C/c1ccc(O)cc1)c1nc(-c2ccccc2)n(-c2ccccc2)n1 | -1.0 | 1.8 | 10.6 | 16.3 | 89.0 | -23.3 | 92.0 | -2.0 | -2.0
CCCNC(=O)c1ccc(Cn2cc(C(F)(F)F)ccc2=O)cc1 | -8.0 | -3.6 | 11.7 | 11.7 | 90.0 | -6.5 | 94.0 | -0.2 | 1.4
COC(=O)C1=C(C)N(Cc2ccccc2)C(=NCc2ccc(OC)cc2)N[C@H]1c1cccc(F)c1 | 5.0 | 1.9 | 15.6 | -36.6 | 133.0 | 19.9 | 105.0 | 24.5* | 43.6*

Part of the list above in order of length of the SMILES, rising:
SMILES | MEKK2mut PB1 HTS | M18AAP inhibitor | NALP1 inh | PHOSPHO1 inh | MEKK2 WT-MEK5 | FID counter | MEKK3 PB1 HTS | OXTR agonist | GPR7 antagonist
Nc1nccnc1C(=O)OCC(=O)NNC(=O)c1ccccc1 | 3.0 | 2.4 | 4.9 | 7.6 | 97.0 | -4.0 | 95.0 | 0.2 | -8.8
N#Cc1c(-c2ccccc2)nc(-c2ccncc2)[nH]c1=O | 2.0 | 2.9 | -6.5 | 19.5 | 102.0 | 0.4 | 107.0 | 0.7 | -8.6
CCCNC(=O)c1ccc(Cn2cc(C(F)(F)F)ccc2=O)cc1 | -8.0 | -3.6 | 11.7 | 11.7 | 90.0 | -6.5 | 94.0 | -0.2 | 1.4
COc1ccc(N2CCN(C(=O)CCn3nnc4ccccc43)CC2)cc1 | 4.0 | -2.8 | 7.4 | -4.2 | 106.0 | -16.4 | 104.0 | -1.0 | 3.2
COc1ccc(S(=O)(=O)N2CCN(C(=O)c3oc4ccccc4c3C)CC2)cc1 | 3.0 | 0.4 | 10.3 | 32.2 | 101.0 | -47.5 | 96.0 | 2.1 | -3.4
